DUSP3 inh: blocks human VHR1 dual specificity phosphatase. inhibition, % at 13.3 µM. recombinant VHR phosphatase, pNPP absorbance. 290,000 compounds, 0.52% hits; in the data active = inhibition above about 50%; also: some compounds called inactive have numbers as strong as hits
Target sequence (P51452 whole entry, looked up): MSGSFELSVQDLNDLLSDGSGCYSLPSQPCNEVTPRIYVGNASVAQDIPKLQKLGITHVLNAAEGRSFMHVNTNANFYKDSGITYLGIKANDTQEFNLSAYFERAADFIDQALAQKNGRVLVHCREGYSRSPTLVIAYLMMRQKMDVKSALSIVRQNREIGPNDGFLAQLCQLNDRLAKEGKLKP
3CLpro inhibitor: SARS-CoV 3CLpro protease inhibition. inhibition, % at 6 µM. recombinant SARS-CoV 3CLpro, quenched FRET peptide cleavage. AID 1706. P0C6X7. 290,000 compounds, 0.14% hits; in the data active = inhibition above about 12%
* = called active by the depositor. Only part of the results is shown, so the mix of outcomes need not match the whole.

A first look, 2 compounds:
Results for CCCn1c(SCC(=O)Nc2nnc(CC)s2)nc2c1c(=O)n(C)c(=O)n2C ?
DUSP3 inh: 4

How did CCOC(=O)C1=C(N)n2c(s/c(=C\c3cccnc3)c2=O)=C(C(=O)OCC)C1c1cccnc1 (centres undefined) do in these assays?
DUSP3 inh: 57*

The listing, from the start:
Results for CCCn1c(SCC(=O)Nc2nnc(CC)s2)nc2c1c(=O)n(C)c(=O)n2C ?
DUSP3 inh: 4

How did CCOC(=O)C1=C(N)n2c(s/c(=C\c3cccnc3)c2=O)=C(C(=O)OCC)C1c1cccnc1 (centres undefined) do in these assays?
DUSP3 inh: 57*

How did C#CCOCCOCCOCCNc1nc(N2CCN(C(=O)[C@H]([C@@H](C)CC)n3cc([C@@H](N)CO)nn3)CC2)nc(N2CCN(C(=O)[C@H]([C@@H](C)CC)n3cc([C@@H](N)CO)nn3)CC2)n1 do in these assays?
DUSP3 inh: 26

How did COc1ccc(N2CCCn3c2nc2c3c(=O)n(Cc3ccccc3F)c(=O)n2C)cc1 do in these assays?
DUSP3 inh: 29

Results for Cc1oc(-c2ccc(Cl)cc2)cc1-c1nn2c(-c3ccco3)nnc2s1 ?
DUSP3 inh: 5

Results for Cc1ccc(NC2=NC(c3ccco3)n3c(nc(C)cc3=O)N2)c(C)c1 (centres undefined) ?
DUSP3 inh: 46

Results for CCn1cc(C(=O)O)c(=O)c2cnc(N3CCN(C(=O)Nc4cccc5ccccc45)CC3)nc21 ?
DUSP3 inh: -6

How did Cc1nc(NC2=NCN(CCc3ccccc3)CN2)nc2ccccc12 do in these assays?
DUSP3 inh: -10

What do the screens show for `CSc1nnc2n(C3CCCCC3)c(=O)c3c4c(sc3n12)CCCC4`?
DUSP3 inh: 16

How did Cn1c(=O)c2c(nc(Oc3ccccn3)n2C)n(C)c1=O do in these assays?
DUSP3 inh: 2

What do the screens show for `Clc1ccc(-c2nnc3sc(-c4ccco4)nn23)c(Cl)c1`?
DUSP3 inh: -1

How did COc1ccc(CCN(Cc2cc3cc4c(cc3[nH]c2=O)OCO4)C(C)=O)cc1OC do in these assays?
DUSP3 inh: 6

Results for Cc1nc2cc(-c3ccc(F)cc3)nn2c(N2CCOCC2)c1C ?
DUSP3 inh: -13

Results for Cn1c(=O)c2c(nc(Br)n2Cc2c(F)cccc2Cl)n(C)c1=O ?
DUSP3 inh: 2

How did CCOc1ncccc1C(=O)OCC(=O)Nc1cc(C(=O)OC)ccc1C(=O)OC do in these assays?
DUSP3 inh: 21

What do the screens show for `CCn1c(SCC(=O)c2cc(OC)ccc2OC)nc2c1c(=O)n(C)c(=O)n2C`?
DUSP3 inh: 14

What do the screens show for `O=C(N1CCCC1)N1CCN(c2ncnc3c(-c4ccc(Cl)cc4)nsc23)CC1`?
DUSP3 inh: 23

How did CCN(CC)CCCN1C(=O)C(=O)/C(=C(/O)c2ccc3c(c2)CC(C)O3)C1c1cccnc1 (centres undefined) do in these assays?
DUSP3 inh: 23

Results for COc1ccc(N2CCn3c2nc2c3c(=O)n(CCCc3ccccc3)c(=O)n2C)cc1 ?
DUSP3 inh: 3

What do the screens show for `Cc1nc2cc(-c3cccc(Cl)c3)nn2c(N2CCN(C(=O)c3ccco3)CC2)c1C`?
DUSP3 inh: -2

Sorted by number of heavy atoms (highest first): 3 of the compounds above.
How did COc1ccc(CCN(Cc2cc3cc4c(cc3[nH]c2=O)OCO4)C(C)=O)cc1OC do in these assays?
DUSP3 inh: 6

What do the screens show for `O=C(N1CCCC1)N1CCN(c2ncnc3c(-c4ccc(Cl)cc4)nsc23)CC1`?
DUSP3 inh: 23

What do the screens show for `CSc1nnc2n(C3CCCCC3)c(=O)c3c4c(sc3n12)CCCC4`?
DUSP3 inh: 16

(further entries)
What do the screens show for `COc1ccc(N2CCN(Cc3cc(=O)oc4c3ccc3ccccc34)CC2)cc1`?
DUSP3 inh: 33

What do the screens show for `CN(C)CCCN1C(=O)C(=O)/C(=C(/O)c2ccccc2)C1c1ccccn1` (centres undefined)?
DUSP3 inh: -4

Results for Cc1nnc2c3cnn(-c4ccc(Cl)cc4)c3ncn12 ?
DUSP3 inh: 2

How did C#CCOCCOCCOCCNc1nc(N2CCN(C(=O)[C@H](CCC(=O)O)n3cc(C(N)CO)nn3)CC2)nc(N2CCN(C(=O)[C@H](CCC(=O)O)n3cc(C(N)CO)nn3)CC2)n1 (some centres undefined) do in these assays?
DUSP3 inh: 19

Results for N#CC(c1nc2ccccc2nc1N1CCCCC1)S(=O)(=O)c1ccc(Cl)cc1 (centres undefined) ?
DUSP3 inh: 31

How did Clc1ccc(-c2nn3c(-c4cccc(Cl)c4)nnc3s2)cc1 do in these assays?
DUSP3 inh: 30

How did CCOC(=O)c1sc(NC(=O)C2CCCO2)c(C(=O)OCC)c1C (centres undefined) do in these assays?
DUSP3 inh: -12

What do the screens show for `Nc1c(C(=O)NC2CCCCC2)c2nc3ccccc3nc2n1/N=C/c1ccco1`?
DUSP3 inh: 8

What do the screens show for `COc1ccc(NC(=O)Cc2nn(C)c(=O)c3ccccc23)c2ncccc12`?
DUSP3 inh: 15

What do the screens show for `COc1cc(OC)c(-c2nn3c(-c4ccncc4)nnc3s2)cc1OC`?
DUSP3 inh: 24

How did CCNC(=O)CSc1nc2cc(OC)c(OC)cc2c(=O)n1CCC1=CCCCC1 do in these assays?
DUSP3 inh: 18

Results for CCn1c(=N)c(C(=O)NCc2cccnc2)cc2c(=O)n3cccc(C)c3nc21 ?
DUSP3 inh: 26

How did Cc1ccccc1-c1nnc2s/c(=C\c3ccc(N(C)C)cc3)c(=O)n12 do in these assays?
DUSP3 inh: 29

How did CCCCC1=CC2=C(c3ccco3)C(=O)C(C)(OC(=O)c3ccc(OC)cc3)C(=O)C2=CN1Cc1ccc(OC)cc1 (centres undefined) do in these assays?
DUSP3 inh: -16

What do the screens show for `CCCCCn1c2nc3ccccc3nc2c2c(=O)n(CC3CCCO3)c(C)nc21` (centres undefined)?
DUSP3 inh: 3

What do the screens show for `COc1ccc(C(=O)Cn2c(N3CCOCC3)nc3ccccc32)cc1OC`?
DUSP3 inh: 21

What do the screens show for `Cc1ccnc(NC(=O)c2c(O)c3ccccc3n(C)c2=O)c1`?
DUSP3 inh: 18

How did CCC(CC)C(=O)NCCc1cc2ccc(C)c(C)c2[nH]c1=O do in these assays?
DUSP3 inh: -6

How did O=c1c(O[C@@H]2O[C@H](CO)[C@H](O)[C@H](O)[C@H]2O)c(-c2ccc(O)c(O)c2)oc2cc(O)cc(O)c12 do in these assays?
DUSP3 inh: -11

Results for O=c1c2c3nc4ccccc4nc3n(-c3ccc4c(c3)OCCO4)c2ncn1CC1CCCO1 (centres undefined) ?
DUSP3 inh: 4

How did CCc1c(C)nc2ncnn2c1N1CCC(C(=O)N2CCN(c3ccccc3)CC2)CC1 do in these assays?
DUSP3 inh: 9

What do the screens show for `COC(=O)c1cc(COc2cc(C)cc3oc(=O)c4c(c23)CCC4)c(C)o1`?
DUSP3 inh: 1

Results for C#CCOCCOCCOCCNc1nc(N2CCN(C(=O)C([C@@H](C)CC)n3cc(C(N)CO)nn3)CC2)nc(N2CCN(C(=O)[C@H](CCC(=O)O)n3cc(C(N)Cc4ccc(O)cc4)nn3)CC2)n1 (some centres undefined) ?
DUSP3 inh: 22

What do the screens show for `Cc1cc(NC(=O)c2cc3nc4c(c(C(F)(F)F)n3n2)CCc2ccccc2-4)no1`?
DUSP3 inh: 12

Results for Cc1nc2ccc(NC(=O)Cn3cnc4c3c(=O)n(C)c(=O)n4C)cc2s1 ?
DUSP3 inh: -29

How did C/C=C/C(=O)N1CC2(CC(c3cccc(NC(=O)CCCCC)c3)=NO2)C[C@H]1C(N)=O (some centres undefined) do in these assays?
DUSP3 inh: 11

How did Cc1nc(NC2=NCN(Cc3ccc4c(c3)OCO4)CN2)nc2ccccc12 do in these assays?
DUSP3 inh: 13

How did COc1cc(OC)c(-c2nn3c(-c4cccnc4)nnc3s2)cc1OC do in these assays?
DUSP3 inh: 16

What do the screens show for `CCCn1c(=O)c2ccccc2n2c(SCC(=O)c3ccc(F)cc3)nnc12`?
DUSP3 inh: 44

What do the screens show for `COc1nc2cc(C)ccc2cc1-c1noc(-c2cccnc2)n1`?
DUSP3 inh: -1

How did CCCOc1cccc(C2/C(=C(/O)c3ccncc3)C(=O)C(=O)N2CCCN(C)C)c1 (centres undefined) do in these assays?
DUSP3 inh: -1

What do the screens show for `CCCCCCn1c(=O)c(C(=O)Nc2ccncc2)c(O)c2ccccc21`?
DUSP3 inh: 3

Results for Cc1ccc2nc(NC3=NCN(Cc4ccccc4)CN3)nc(C)c2c1 ?
DUSP3 inh: 28

What do the screens show for `O=C1C(=O)N(CCCn2ccnc2)C(c2ccccn2)/C1=C(/O)c1ccccc1` (centres undefined)?
DUSP3 inh: 16

Results for C[n+]1nc(Nc2cccc(F)c2)sc1-c1ccc(C(=O)O)cc1 ?
DUSP3 inh: 15

What do the screens show for `COc1ccc2c(=O)c3c(=O)n(Cc4ccco4)c(C4CCCCC4)nc3oc2c1`?
DUSP3 inh: 25

Results for O=c1[nH]c(CN2CCN(Cc3ccc4c(c3)OCO4)CC2)nc2sc3c(c12)CCC3 ?
DUSP3 inh: -12

Results for CN1C(=O)c2oc3ccc(Br)cc3c(=O)c2C1c1ccncc1 (centres undefined) ?
DUSP3 inh: 14

What do the screens show for `COc1cc2cc(C)c3nnc(SCC(N)=O)n3c2cc1OC`?
DUSP3 inh: 10

Results for COC(=O)c1cc(Br)c(=O)n(-c2ccc(C(C)=O)cc2)c1 ?
DUSP3 inh: 8

Random excerpt: 5 entries already listed
What do the screens show for `Cc1cc(NC(=O)c2cc3nc4c(c(C(F)(F)F)n3n2)CCc2ccccc2-4)no1`?
DUSP3 inh: 12

Results for C[n+]1nc(Nc2cccc(F)c2)sc1-c1ccc(C(=O)O)cc1 ?
DUSP3 inh: 15

What do the screens show for `COc1ccc2c(=O)c3c(=O)n(Cc4ccco4)c(C4CCCCC4)nc3oc2c1`?
DUSP3 inh: 25

What do the screens show for `COc1nc2cc(C)ccc2cc1-c1noc(-c2cccnc2)n1`?
DUSP3 inh: -1

How did C/C=C/C(=O)N1CC2(CC(c3cccc(NC(=O)CCCCC)c3)=NO2)C[C@H]1C(N)=O (some centres undefined) do in these assays?
DUSP3 inh: 11

(continued)
How did Cc1nc2c(c(=O)n1Cc1ccccc1Cl)c1nc3ccccc3nc1n2Cc1ccco1 do in these assays?
DUSP3 inh: 44

What do the screens show for `COc1cc2c(c(O)c1OC)-c1c(cc(OC)c(OC)c1O)[C@@H](OC(=O)c1ccccc1)[C@@](C)(O)[C@@H](C)[C@@H]2OC(C)=O`?
DUSP3 inh: -12

How did O=c1c2ccccc2oc2nc(-c3ccco3)n(CCc3ccccc3)c(=O)c12 do in these assays?
DUSP3 inh: 8

Results for Cn1c(=O)c2cnc(N3CCOCC3)nc2n(C)c1=O ?
DUSP3 inh: 42

How did CCOC(=O)N1CCN(Cc2nc3c(c(=O)n(C)c(=O)n3C)n2Cc2cc(C)ccc2C)CC1 do in these assays?
DUSP3 inh: 11

How did CCCCCn1c(=O)c(C(=O)Nc2ccncc2)c(O)c2ccccc21 do in these assays?
DUSP3 inh: 28

How did CC(C)CCn1c(=O)c2ccccc2n2c(COC(=O)c3ccc(S(=O)(=O)N(C)C)cc3)nnc12 do in these assays?
DUSP3 inh: 3

Results for N#Cc1c2c(c(N3CCN(CCO)CC3)n3c1nc1ccccc13)CCCC2 ?
DUSP3 inh: 31

How did CCCCNC(=O)c1cc2c(=O)n3cccc(C)c3nc2n1C do in these assays?
DUSP3 inh: -2

How did CCCCNc1n[n+](C)c(-c2cccc(C)c2)s1 do in these assays?
DUSP3 inh: 11

What do the screens show for `CCn1c(SCc2nnc(-c3ccccc3)o2)nc2c1c(=O)n(C)c(=O)n2C`?
DUSP3 inh: 12

What do the screens show for `O=C1CC(c2ccc(F)cc2)Cc2nc(N3CCc4ccccc43)ncc21` (centres undefined)?
DUSP3 inh: 20

What do the screens show for `Cn1nc(-c2ccc(N3CCOCC3)c(NC(=O)c3ccccc3)c2)c2ccccc2c1=O`?
3CLpro inhibitor: -4

Results for O=C(CSc1nnc(-c2ccc(S(=O)(=O)N3CCCC3)cc2)o1)N1CCCC1 ?
3CLpro inhibitor: -3

Results for O=C1CCc2nc3sc4c(c3c(=O)n2N1)CCCC4 ?
3CLpro inhibitor: -7

Results for COc1ccccc1OCc1nc2c3c(-c4ccccc4)c(-c4ccccc4)oc3ncn2n1 ?
3CLpro inhibitor: 2

How did CCOC(=O)c1cn2c3c(c(F)c(F)cc3c1=O)SC(N1CCOCC1)=N2 do in these assays?
3CLpro inhibitor: 0

Results for CC(C)C1N=C2c3ccccc3N=C(SCc3cc(=O)n4ccccc4n3)N2C1=O (centres undefined) ?
3CLpro inhibitor: -6

Results for Cc1ccc(-c2cc(C(F)(F)F)n3nc(C(=O)N4CCCC4)cc3n2)cc1 ?
3CLpro inhibitor: -1

What do the screens show for `COC(=O)c1cc2c(=O)n3ccccc3nc2n(C(C)C)c1=N`?
3CLpro inhibitor: -4

What do the screens show for `CCC(=O)OC1=C2C(=Nc3c(c(=O)n(C)c(=O)n3C)C2c2ccccc2)c2ccccc21` (centres undefined)?
3CLpro inhibitor: 0

Results for CCn1cc(C(=O)Nc2cc3c(cc2NC(C)=O)OCCO3)c(=O)c2ccc(C)nc21 ?
3CLpro inhibitor: -1

What do the screens show for `Cn1c(=O)[nH]c(=O)c2c1nc(N1CCOCC1)n2CCSc1ncccn1`?
3CLpro inhibitor: -3

What do the screens show for `COc1cc2nc(SCC(=O)NC3CC3)n(CCC3=CCCCC3)c(=O)c2cc1OC`?
3CLpro inhibitor: -4

How did CCOC(=O)c1sc(NC(=O)CSc2nc(-c3ccco3)cc(C(F)(F)F)n2)c(C(=O)OC(C)C)c1C do in these assays?
3CLpro inhibitor: 4

Results for Cn1c(=O)c2c(nc(SCC(=O)N(C3CCCCC3)C3CCCCC3)n2C)n(C)c1=O ?
3CLpro inhibitor: -2

Results for Cc1ccc2c(C)nc(NC3=NCN(C(C)C)CN3)nc2c1 ?
3CLpro inhibitor: -6

Results for N#Cc1cc2c(=O)n3ccccc3nc2n(CC2CCCO2)c1=N (centres undefined) ?
3CLpro inhibitor: 0

Results for CCN(CC)CCCN1C(=O)C(=O)/C(=C(/O)c2cnn(-c3ccccc3)c2C)C1c1ccncc1 (centres undefined) ?
3CLpro inhibitor: 1

Bioassay records (PubChem)
